Screens deposited in PubChem by several laboratories.
Vif inh – inhibitors of HIV Vif; HEK293T cells, Vif self-association by quenched fluorescence, imaging, 24 h; inhibition, % at 7.49 µM; hit rate 0.35% among 340,000; in the data active = inhibition above about 50%, passing the limit was not always enough; note: some results filed as inactive read as strong as hits
PDI inh – blocks human protein disulfide isomerase activity; P07237; PDI insulin aggregation turbidity, A650, 90 min; inhibition, % at 10 µM; hit rate 0.052% among 350,000;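 active = mean inhibition across replicates of 30% or more, whatever share of single replicates reach that level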;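 note: absorbance from insulin aggregation driven by PDI reduction with DTT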
Target sequence (P07237 whole entry, looked up): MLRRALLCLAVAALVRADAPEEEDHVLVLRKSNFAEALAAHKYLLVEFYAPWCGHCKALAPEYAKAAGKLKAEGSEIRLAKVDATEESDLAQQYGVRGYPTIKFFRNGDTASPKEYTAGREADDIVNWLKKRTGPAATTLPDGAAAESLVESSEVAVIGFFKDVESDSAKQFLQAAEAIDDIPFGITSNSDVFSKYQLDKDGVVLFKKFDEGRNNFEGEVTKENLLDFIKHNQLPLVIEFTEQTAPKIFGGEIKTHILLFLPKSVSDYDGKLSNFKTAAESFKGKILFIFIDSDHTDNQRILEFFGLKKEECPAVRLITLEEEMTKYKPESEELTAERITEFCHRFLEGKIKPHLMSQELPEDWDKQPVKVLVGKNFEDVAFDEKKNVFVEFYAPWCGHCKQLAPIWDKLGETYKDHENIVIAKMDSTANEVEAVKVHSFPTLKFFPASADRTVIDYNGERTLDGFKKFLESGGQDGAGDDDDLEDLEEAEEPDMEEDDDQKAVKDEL
Shn3 3UTR inh – reduces Shn3 3'UTR luciferase signal in osteoblasts | Clone20 osteoblast Shn3 3'UTR firefly luciferase, 24 h | inhibition, % at 12.5 µM | hit rate 0.52% among 360,000;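 active = mean inhibition of at least 75% with every replicate also reaching 75%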;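 note: 0% = median of neutral control wells and 100% = pilot-screen positive control compound; some compounds past the cut are filed as inactive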
CaV13 FRET inh – Disruptors of the CACNA1D IQ motif to Ca2+-dependent inactivation inhibitor domain association, primary screening, Förster resonance energy transfer in intact living … | HEK cells, CFP/YFP FRET ICDI-IQ, plate reader, 10 min; percent FRET-ratio fall versus neutral wells | inhibition, % at 12.3 µM | hit rate 0.098% among 340,000 | AID 743397;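 active = mean replicate inhibition of at least 30% and at least 1% of replicates passing that level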;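 note: 0% = median of the neutral control wells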
KKLEB tox – counter-screen for CF NF-kB inhibitors: cytotoxicity; KKLEB CF airway cells viability, ATPlite luminescence, overnight; active compounds read low; cells stimulated with P. aeruginosa culture filtrate; activity change (cytotoxicity), % at 5 µM; hit rate 0.36% among 360,000;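 active = corrected activity change at or below -50% at 5 µM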
NR2E3 ag-1 – activates human photoreceptor nuclear receptor NR2E3 | Q9Y5X4 | GST-NR2E3/biotin-RetCOR TR-FRET, 1536-well | inhibition of corepressor binding, % at 4.78 µM | hit rate 0.12% among 320,000 | AID 2300;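 active = percent inhibition above the cutoff of mean plus 3 SD of all tested compounds, set per screening campaign, cut at about 20% in these data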;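 note: 0% = DMSO wells and 100% = biotin wells as full block of FRET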
Target sequence (Q9Y5X4 whole entry, looked up): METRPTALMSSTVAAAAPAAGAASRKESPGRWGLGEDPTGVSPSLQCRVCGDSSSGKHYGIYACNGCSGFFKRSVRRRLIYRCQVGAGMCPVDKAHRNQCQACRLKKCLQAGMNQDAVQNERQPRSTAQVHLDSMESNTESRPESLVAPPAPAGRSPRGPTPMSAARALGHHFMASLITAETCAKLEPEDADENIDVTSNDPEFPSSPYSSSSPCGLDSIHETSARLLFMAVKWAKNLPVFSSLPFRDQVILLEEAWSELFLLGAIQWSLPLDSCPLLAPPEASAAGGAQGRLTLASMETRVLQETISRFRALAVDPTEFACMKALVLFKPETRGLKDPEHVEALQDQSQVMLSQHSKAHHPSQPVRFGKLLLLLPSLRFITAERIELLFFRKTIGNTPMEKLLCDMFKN
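Material: NR2E3–RetCOR corepressor complex / Incubation: Compound–protein incubation for 5 h at 4 °C / Dosing: compound at 4.8 µM, single dose / Detection: time-resolved FRET / Benchmarks: high control biotin, low control 0.6% DMSO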
NR2E3 ag-2 – activates human NR2E3 receptor; CHO-S Gal4-NCOR/VP16-NR2E3 two-hybrid, luciferase; inhibition of corepressor binding, % at 3.98 µM; hit rate 0.35% among 360,000; AID 602229;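 active = inhibition above the mean of all tested compounds plus 3 SD, cut at about 70% in these data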;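 note: 0% = DMSO with NR2E3 transfected cells and 100% = cells lacking NR2E3 construct; higher means lower luciferase signal from less NR2E3 corepressor binding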
HIF-2a block – HIF-2a inhibition; 786-0 RCC cells HIF-2a reporter, luciferase luminescence, overnight; inhibition, % at 18.8 µM; hit rate 0.72% among 360,000; AID 624352;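 active = inhibition of the luminescence signal of 40% or more relative to plate controls, in a single-dose primary screen at 18.75 µM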
Peg3 prom inh – reduces Peg3 promoter-driven luciferase expression in HeLa | HeLa PEG-Prom luciferase reporter, luminescence, overnight | inhibition, % at 20 µM | hit rate 1.7% among 360,000 | AID 588405;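 active = inhibition of at least 50% at 20 µM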
MITF TRPM1 inh – MITF TRPM1 promoter inhibition in SK-MEL-5 cells; SK-MEL-5 TRPM1 promoter luciferase, 24 h; inhibition, % at 12.5 µM; hit rate 0.83% among 330,000; AID 488899;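 active = mean inhibition across replicates of 60% or more, whatever share of single replicates reaches that level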; note: values of inactives mirror those of a sister screen read the other way
CF NFkB block – cystic fibrosis NF-kB activation inhibition; AID 588850; KKLEB NF-kB-GFP reporter, PAF-induced, GFP fluorescence overnight; hit rate 0.86% among 360,000; inhibition, % at 5 µM;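 active = at least 50% inhibition at 5 µM, scaled per plate between neutral and stimulator controls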;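 note: PAF is a Pseudomonas aeruginosa culture filtrate used as stimulus; plate controls were PAF-stimulated DMSO wells for no effect and unstimulated DMSO wells for full effect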
The depositor's hits bear a star; / = not tested or not shown.

SMILES	Vif inh	PDI inh	Shn3 3UTR inh	CaV13 FRET inh	KKLEB tox	NR2E3 ag-1	NR2E3 ag-2	HIF-2a block	Peg3 prom inh	MITF TRPM1 inh	CF NFkB block
Cc1ccc(C2C(C(N)=S)=C(N)OC3=C2C(=O)CC(C)(C)C3)cc1 (stereo not drawn)	-3	-22	2	-3	-12	26*	-1	32	6	-5	-13
CC(N=Cc1cc([N+](=O)[O-])ccc1O)c1ccccc1 (stereo not drawn)	-3	-18	-4	-20	7	3	2	-2	12	8	10
O=C(/C=C/c1ccc(Br)o1)OCc1nc2ccsc2c(=O)[nH]1	7	11	-1	/	-15	2	-9	-11	4	8	13
C=C(C)Cn1c(CCCNC(=O)CCC)nc2ccccc21	0	6	8	-5	3	1	-11	10	8	-2	3
COc1ccccc1-c1cnc(C(O)c2ccc(C(C)(C)C)cc2)[nH]1 (stereo not drawn)	-21	2	19	-12	-2	/	16	7	24	/	-9
Cc1[nH]nc2c1C1(CCOCC1)C(C#N)=C(N)O2	0	-3	-13	-3	4	1	-15	-3	5	6	13
CCCN(C(=O)COc1ccc(C(C)=O)cc1OC)C1CCS(=O)(=O)C1 (stereo not drawn)	-1	-2	-22	-2	2	5	18	2	5	-3	-14
O=C(CCc1c[nH]c2ccccc12)NCC(=O)Nc1ccc(F)c(F)c1F	7	-1	-12	-3	-6	-2	0	20	4	9	3
COc1cc(C(c2c(O)cc(C)[nH]c2=O)c2c(O)cc(C)[nH]c2=O)ccc1O	5	2	-12	-5	8	/	-28	9	-2	-7	-16
O=C(N1CCN(c2ncccn2)CC1)C12CC3CC(CC(C3)C1)C2	-3	-9	26	-4	1	0	-13	0	1	-10	16
O=C(c1ccc2nc[nH]c2c1)N1CCN(S(=O)(=O)c2cccc(Cl)c2)CC1	-15	-7	0	-2	-8	/	3	11	-2	-10	30
CSCC[C@H](NC(=O)[C@@H]1CSC2c3ccccc3C(=O)N21)C(=O)N1CCC[C@H]1CO (stereo partly drawn)	-5	/	10	/	-6	-1	4	11	-10	10	2
COc1ccc(OC)c(/C=C/C(=O)Nc2ccc3c(c2)CCC3)c1	-9	8	-16	-5	17	-5	-26	-178	-88	-3	-25
COC(=O)[C@H](CCSC)NC(=O)NC1CCN(Cc2ccccc2)CC1	/	-7	7	/	3	0	4	9	7	-18	17
O=C(CSc1nc2ccccc2o1)Nc1nc(-c2ccccc2)c(-c2ccccc2)s1	1	-1	24	-15	3	0	-15	17	4	6	4
CCOCCCNC(=O)C(=O)NCCCOCC	0	8	8	-3	-3	0	9	18	1	-5	-2
CN(C(=O)c1cccc(NC(=O)Cc2ccc(NC(=O)C3CCN(S(=O)(=O)c4cccc([N+](=O)[O-])c4)CC3)cc2)c1)C1CCCC1	13	-6	-10	-6	0	/	4	-26	-51	-1	-14
CCC(C)(C)NC(=O)c1cc(S(=O)(=O)N2CCc3ccccc32)cn1C	/	/	58	-3	8	2	30	1	17	/	-12
NC(=O)c1ccc(NC(=O)COC(=O)/C=C/c2ccc(Br)o2)cc1	-4	13	4	-6	10	/	9	12	0	-1	-16
CN(Cc1ccccc1)S(=O)(=O)c1ccc2c(c1)OCCO2	15	-1	6	1	4	0	-19	-11	1	-6	4
COc1ccc2cnnc(SCC(=O)Nc3ccccc3)c2c1OC	-7	0	-6	-5	23	-3	16	1	-90	-1	-18
CCCCOCCCNC(=O)c1ccc(OC)cc1	1	10	9	/	-12	-4	-22	1	10	-7	15
CC1=CC(C)(C)N(C(=O)CSc2nncn2C)c2ccccc21	3	-3	-14	-10	-7	-2	-1	-2	-7	-5	26
Cn1c(=O)oc2cc(S(=O)(=O)N3CCCc4ccccc43)ccc21	-2	/	20	5	-8	3	6	20	-2	/	23
C=CCn1c(=O)n(CCC#N)c(=O)n(CCC#N)c1=O	3	5	2	-5	-10	0	-4	8	2	2	24

(list continues)
SMILES	Vif inh	PDI inh	Shn3 3UTR inh	CaV13 FRET inh	KKLEB tox	NR2E3 ag-1	NR2E3 ag-2	HIF-2a block	Peg3 prom inh	MITF TRPM1 inh	CF NFkB block
O=C(NCC1CCNCC1)c1ccncc1	10	-8	10	/	6	2	-8	14	11	12	0
N#Cc1cc2cc3c(cc2nc1SCC(=O)N1CCOCC1)OCCO3	10	-26	13	-3	-3	-1	11	36	35	34	2
Cc1cc(Br)c2nc3c(c(C(=O)O)c2c1)CCCCC3	3	-4	-29	-8	-14	48*	19	14	15	-1	6
Cc1c(N=N/C(C(=O)Nc2ccccc2)=C(/O)c2ccccc2)c(=O)n(-c2ccccc2)n1C	0	3	77	-5	-21	2	3	-14	6	-256	12
N#C/C(=C\c1ccc([N+](=O)[O-])o1)C(=O)Nc1ccc(F)cc1	8	-4	0	-3	4	3	-16	-33	53*	33	4
CCOC(=O)C1=C(COC(=O)CNC(=O)c2ccccc2F)NC(=O)NC1C (stereo not drawn)	1	-7	-2	-6	19	5	11	5	9	-5	-10
COc1ccc(-c2cc(CCCC(=O)NCCc3ccc(OC)cc3OC)no2)cc1	-17	6	41	-4	-19	1	-32	-9	-26	2	-15
Cc1cc(SCc2cccc(C(F)(F)F)c2)nc(=O)[nH]1	-3	2	-4	/	5	1	-30	-17	1	-9	-18
Cc1ccc(-c2nnc(N(C)C(=O)c3ccccn3)s2)cn1	10	8	-7	-4	1	4	-16	-96	-39	-38	-12
CCN(CC(=O)Nc1c(F)cccc1F)C(=O)/C=C/c1c(C)nn(-c2ccc(F)cc2)c1C	23	-5	4	-7	-4	-1	-21	19	3	5	5
CNC(=S)NNC(=O)c1cc(C(C)(C)C)nn1Cc1ccc(F)cc1	8	-13	-25	-8	2	0	-41	17	4	4	-6
COc1cc(C(=O)Nc2ccc(S(=O)(=O)Nc3cc(C)on3)cc2)cc(OC)c1OC	/	13	-4	/	-5	-2	-4	9	17	7	0
CC1(C)CCc2nc(SCc3ccccc3)c(C#N)cc2C1	-7	-6	-11	-6	-8	3	-12	-50	-37	-16	6
COC(=O)c1ccc(NC2=C(Cl)C(=O)OC2OC(=O)c2ccccc2)cc1 (stereo not drawn)	2	-4	6	-20	6	-3	22	16	-3	1	10
CC(C)(C)OC(=O)NCCCC[C@H](NC(=O)c1nc[nH]c1C(=O)NCc1ccccc1)C(=O)OC(C)(C)C	9	4	22	-9	18	1	-17	16	21	1	-17
CCOC(=O)C1=C(COC(=O)C2CC(=O)N(CCc3ccccc3)C2)NC(=O)NC1C (stereo not drawn)	6	-3	16	-4	-20	/	-1	5	1	-3	14
CCOC(=O)c1[nH]c2c(c1-c1ccccc1)C(=O)CC(c1ccc(Cl)cc1)C2 (stereo not drawn)	24	/	1	-2	-8	3	-12	-15	3	-3	25
Cc1ccc(C(=O)N2CCN(Cc3ccc4c(c3)OCO4)CC2)o1	-5	0	17	-4	7	1	-19	11	13	3	-2
CC(C)(/C=N/O)/[N+]([O-])=C/C=[N+](\[O-])C(C)(C)/C=N/O	2	-1	-12	-2	-3	0	-26	6	9	-10	19
COC(=O)CSc1ccccc1C(=O)OC	/	-2	-22	-8	7	1	1	0	-1	11	-2
O=C(NCC1CCCO1)C1CCCCN1S(=O)(=O)c1ccc(F)cc1 (stereo not drawn)	/	-1	3	-5	5	3	-15	13	1	-3	-9
Cc1ccsc1/C=C/C1=Cc2c(sc(NC(=O)CSc3n[nH]c(N)n3)c2C#N)C(C)(C)C1	18	1	6	-12	1	-1	-19	5	25	-2	-8
CN(C(=O)C12CC3CC(CC(C3)C1)C2)C1(C)CCS(=O)(=O)C1 (stereo not drawn)	14	28	6	/	1	0	-10	6	-2	4	-3
CCOC(=O)C1CCN(C(=O)c2cc3cc(F)ccc3[nH]2)CC1	-8	1	1	-6	5	/	-51	-19	-6	-6	-5
Cc1ccnc(NS(=O)(=O)c2ccc(NS(=O)(=O)c3cc(Cl)ccc3Cl)cc2)n1	-3	2	2	-7	12	3	-4	12	4	-9	-36
O=C(Nc1nc(-c2nc3ccccc3s2)cs1)c1ccc(S(=O)(=O)N2CCOCC2)cc1	-4	-1	10	/	-49	2	5	-285	-123	-12	55*
COc1ccc(NS(=O)(=O)c2cccc(C(=O)NN=Cc3ccc(O)c(OC)c3)c2)cc1	-3	17	26	-3	-19	/	2	14	11	3	-15
Cc1cc(NN)nc2ccc(Cl)cc12	/	9	-15	-6	14	0	-1	-8	-18	11	7
Cc1ccc(-c2noc(C3CCCN(C(=O)c4ccccc4)C3)n2)o1 (stereo not drawn)	6	-8	-54	-5	0	3	-45	-186	-87	-62	2

An excerpt from above in order of molar mass, smallest number first:
SMILES	Vif inh	PDI inh	Shn3 3UTR inh	CaV13 FRET inh	KKLEB tox	NR2E3 ag-1	NR2E3 ag-2	HIF-2a block	Peg3 prom inh	MITF TRPM1 inh	CF NFkB block
O=C(NCC1CCNCC1)c1ccncc1	10	-8	10	/	6	2	-8	14	11	12	0
COC(=O)CSc1ccccc1C(=O)OC	/	-2	-22	-8	7	1	1	0	-1	11	-2
CC(C)(/C=N/O)/[N+]([O-])=C/C=[N+](\[O-])C(C)(C)/C=N/O	2	-1	-12	-2	-3	0	-26	6	9	-10	19
N#C/C(=C\c1ccc([N+](=O)[O-])o1)C(=O)Nc1ccc(F)cc1	8	-4	0	-3	4	3	-16	-33	53*	33	4
CC1(C)CCc2nc(SCc3ccccc3)c(C#N)cc2C1	-7	-6	-11	-6	-8	3	-12	-50	-37	-16	6
Cc1ccc(-c2nnc(N(C)C(=O)c3ccccn3)s2)cn1	10	8	-7	-4	1	4	-16	-96	-39	-38	-12
Cc1ccc(C(=O)N2CCN(Cc3ccc4c(c3)OCO4)CC2)o1	-5	0	17	-4	7	1	-19	11	13	3	-2
Cc1cc(Br)c2nc3c(c(C(=O)O)c2c1)CCCCC3	3	-4	-29	-8	-14	48*	19	14	15	-1	6
CNC(=S)NNC(=O)c1cc(C(C)(C)C)nn1Cc1ccc(F)cc1	8	-13	-25	-8	2	0	-41	17	4	4	-6
O=C(NCC1CCCO1)C1CCCCN1S(=O)(=O)c1ccc(F)cc1 (stereo not drawn)	/	-1	3	-5	5	3	-15	13	1	-3	-9
N#Cc1cc2cc3c(cc2nc1SCC(=O)N1CCOCC1)OCCO3	10	-26	13	-3	-3	-1	11	36	35	34	2
COc1ccc(-c2cc(CCCC(=O)NCCc3ccc(OC)cc3OC)no2)cc1	-17	6	41	-4	-19	1	-32	-9	-26	2	-15
Cc1c(N=N/C(C(=O)Nc2ccccc2)=C(/O)c2ccccc2)c(=O)n(-c2ccccc2)n1C	0	3	77	-5	-21	2	3	-14	6	-256	12
CC(C)(C)OC(=O)NCCCC[C@H](NC(=O)c1nc[nH]c1C(=O)NCc1ccccc1)C(=O)OC(C)(C)C	9	4	22	-9	18	1	-17	16	21	1	-17
